MEKK3 PB1 HTS: modulators (inhibitors or enhancers) of MEK5 binding to human MEKK3 PB1 domain. AID 1529. actives 1.4% (n = 290,000). bead-based flow cytometry, Alexa488-MEK5 binding to MEKK3; actives lie on both sides; 0 = blocked by unlabeled MEK5, 100 = vehicle. binding response (% of control), % at 10 µM;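 active = binding response more than 3 SD above or below the average of its plate-row segment, actives on both sides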;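 note: Alexa488 bead fluorescence after subtracting the streptavidin-only scavenger bead signal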
FID counter: displaces DNA intercalator in HCV helicase counter-screen; actives 0.17% (n = 290,000); DNA fluorescent intercalator displacement, fluorescence; inhibition, % at 7.9 µM; in the data active = inhibition above about 37%;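 note: 0% = vehicle and 100% = reference compound; higher means more ethidium bromide displaced from hairpin DNA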
M18AAP inhibitor: blocks P. falciparum M18 aspartyl aminopeptidase | actives 1.2% (n = 290,000) | inhibition, % at 7.35 µM | recombinant PfM18AAP, H-Glu-NHMec fluorogenic cleavage;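 active = inhibition above the campaign mean inhibition over all tested compounds plus 3 SD, cut at about 28% in these data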;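 note: 0% = plate median of test compound wells and 100% = 2 mM ZnCl2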
MEKK2mut PB1 HTS: signal of MEK5 binding to mutant human MEKK2 PB1 domain | bead flow cytometry, Alexa488-MEK5 binding to MEKK2 mutant | percent response, % at 10 µM | actives 0.35% (n = 290,000); in the data active = percent response above about 24%, passing the limit was not always enough; note: inactives centre near 1; some results filed as inactive read as strong as hits; reference of the scale not given here
OXTR ag: human OXTR agonism | CHO-OTR cells, Fluo-8 calcium fluorescence; normalized: DMSO 0%, oxytocin 100% | AID 2435 | P30559 | activation, % at 3 µM | actives 0.32% (n = 320,000);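 active = activation above the mean of all tested compounds plus 3 SD, cutoff set per screening run, cut at about 20% in these data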;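 note: peak over basal fluorescence ratio from a 100 s FLIPR kinetic read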
Target sequence (P30559 whole entry, looked up): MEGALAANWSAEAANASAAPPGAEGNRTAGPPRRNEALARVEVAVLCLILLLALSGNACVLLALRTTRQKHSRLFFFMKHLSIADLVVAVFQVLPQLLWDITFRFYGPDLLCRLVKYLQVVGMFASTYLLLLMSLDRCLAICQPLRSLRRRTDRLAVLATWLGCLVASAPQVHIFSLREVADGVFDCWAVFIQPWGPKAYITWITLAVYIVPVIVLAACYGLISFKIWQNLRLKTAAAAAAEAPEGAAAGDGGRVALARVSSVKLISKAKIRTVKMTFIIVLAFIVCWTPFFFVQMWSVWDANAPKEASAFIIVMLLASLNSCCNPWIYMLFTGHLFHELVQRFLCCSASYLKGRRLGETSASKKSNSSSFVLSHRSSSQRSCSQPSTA
MEKK2 WT-MEK5: raises or lowers MEK5 binding to wildtype human MEKK2 PB1 domain. bead flow cytometry, Alexa488-MEK5 binding to MEKK2 WT; actives lie on both sides. actives 1.1% (n = 290,000). Q9Y2U5. binding response (% of control), % at 10 µM; in the data active = binding response below about 67% or above about 130%
GPR7 antag: human neuropeptides B/W receptor 1 antagonism; P48145; GPR7-expressing cells, fluorescence antagonist assay; inhibition, % at 4.4 µM; actives 1.1% (n = 290,000); AID 1861; in the data active = inhibition above about 16%, passing the limit was not always enough;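 note: cells stimulated with the agonist NPW; 0% = agonist with vehicle and 100% = vehicle without agonist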
Target sequence (P48145 whole entry, looked up): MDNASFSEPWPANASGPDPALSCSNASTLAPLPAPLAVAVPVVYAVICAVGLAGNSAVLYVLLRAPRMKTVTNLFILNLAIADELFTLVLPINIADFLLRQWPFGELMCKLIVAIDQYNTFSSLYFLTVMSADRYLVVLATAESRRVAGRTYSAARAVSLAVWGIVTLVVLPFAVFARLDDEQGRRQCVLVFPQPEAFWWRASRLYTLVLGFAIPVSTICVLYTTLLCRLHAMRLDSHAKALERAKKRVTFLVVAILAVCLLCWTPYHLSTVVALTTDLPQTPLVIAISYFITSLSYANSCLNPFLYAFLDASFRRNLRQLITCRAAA
NALP1 yeast inh: inhibitors of NALP1 inflammasome in yeast | S. cerevisiae NALP1/ASC/caspase-1 growth, X-gal OD620, 72 h | inhibition, % at 10 µM | actives 0.61% (n = 280,000); in the data active = inhibition mostly above about 24%, no sharp cut-off; inactive = mostly below about 32%; note: some compounds called inactive have numbers as strong as hits
PHOSPHO1 inh: PHOSPHO1 (human) inhibition. recombinant PHOSPHO1, absorbance phosphatase assay. AID 1565. inhibition, % at 13.3 µM. Q8TCT1. actives 1.1% (n = 290,000); in the data active = inhibition above about 60%
Target sequence (Q8TCT1 whole entry, looked up): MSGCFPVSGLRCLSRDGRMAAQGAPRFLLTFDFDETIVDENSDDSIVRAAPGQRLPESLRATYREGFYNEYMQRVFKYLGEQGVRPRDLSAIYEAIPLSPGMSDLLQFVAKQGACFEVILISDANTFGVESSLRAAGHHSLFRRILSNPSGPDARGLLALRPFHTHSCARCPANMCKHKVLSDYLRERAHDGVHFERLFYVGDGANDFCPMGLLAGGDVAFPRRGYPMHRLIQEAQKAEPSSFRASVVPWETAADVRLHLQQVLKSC
* hit, by the source's call; . = no result given.

# | compound | MEKK3 PB1 HTS | FID counter | M18AAP inhibitor | MEKK2mut PB1 HTS | OXTR ag | MEKK2 WT-MEK5 | GPR7 antag | NALP1 yeast inh | PHOSPHO1 inh
1 | C(=N\Nc1nn[nH]n1)/c1ccccc1 | 96 | 6 | 24 | -1 | 0.3 | 97 | 0 | -2 | 71*
2 | O=C(NS(=O)(=O)Oc1ccc(F)c(Cl)c1)OC[C@@H]1CCCN2CCCCC12 (some centres not stated) | 103 | -3 | 0 | 0 | -0.7 | 99 | -14 | 14 | -7
3 | COc1cc2c(cc1OC)-c1cc(Nc3ccccc3Br)nc(=O)n1CC2 | 101 | -22 | -5 | -1 | -1.9 | 100 | -26 | 7 | 7
4 | O=C(c1cc(-c2ccccn2)nc2ccccc12)N1CCN(c2ncccn2)CC1 | 113 | -2 | 1 | 6 | -0.4 | 94 | 1 | 2 | 32
5 | Cc1ccccc1CC1S/C(=N/N=C/c2ccco2)NC1=O (configuration not stated) | 66 | -6 | -9 | -18 | 1.8 | 75 | -2 | . | 23
6 | O=c1c2c(nc3c(-c4ccccc4)c[nH]n13)CCCC2 | 102 | -4 | -3 | 12 | -1.8 | 101 | -13 | -6 | -3
7 | O=C(Nc1ccc(C(F)(F)F)cc1)c1ccc2ncsc2c1 | 100 | 0 | 3 | 5 | 0.4 | 98 | -7 | -1 | -17
8 | CCOC(=O)C1=C(C)NC(=S)NC1c1cc(C)sc1C (configuration not stated) | 101 | -16 | -7 | 1 | -0.4 | 99 | -1 | 4 | 2
9 | Cc1onc(-c2ccccc2)c1C(=O)N1CCCSC1=Nc1ccccc1 | 98 | -19 | 0 | -1 | -2.5 | 100 | -17 | . | 6
10 | COc1cc2oc3cc(C#Cc4ccc(N)cc4)ccc3c(=O)c2cc1OC | 97 | . | . | -3 | -1.0 | 90 | . | . | .
11 | Cc1nc2ccc(S(=O)(=O)N3CCCCC3)cc2s1 | 100 | -7 | -9 | 0 | 3.8 | 100 | -12 | 6 | 28
12 | Cc1ccc(OCCC(=O)OCc2csc(CC(=O)Nc3ccccc3C)n2)cc1 | 104 | -33 | -1 | 5 | -1.0 | 104 | -17 | 16 | 43
13 | COc1cc(C2Nc3cc(Cl)c(S(N)(=O)=O)cc3S(=O)(=O)N2)ccc1OCc1ccccc1 (configuration not stated) | 99 | -3 | -10 | -1 | -1.9 | 98 | -6 | 32 | 19
14 | CCCCOC(=O)CCNc1n[nH]c(=O)[nH]c1=O | 102 | 0 | -13 | -1 | 0.9 | 104 | 9 | 8 | -30
15 | CN(C(=O)COC(=O)c1ccc(NS(=O)(=O)c2cccs2)cc1)C1CCCCC1 | 94 | -31 | -6 | -3 | -0.1 | 96 | 1 | 21 | 0
16 | C=CCNC(=S)N1CCOCC1 | 104 | -3 | 1 | 0 | 0.8 | 103 | -3 | 6 | 28
17 | CCCNC(=O)CCCCn1c(=S)[nH]c2c([nH]c3ccc(OC)cc32)c1=O | 96 | -8 | 5 | -1 | 0.1 | 93 | -7 | -2 | -42
18 | CCC1Oc2ccc(C)cc2N(CC(=O)NCC2CCCO2)C1=O (configuration not stated) | 103 | -14 | -2 | 16 | 0.3 | 119 | -7 | -18 | 22
19 | COc1ccc(NC(=O)COC(=O)c2cc([N+](=O)[O-])ccc2N2CCOCC2)cc1 | 107 | -3 | -4 | 8 | -1.2 | 115 | -10 | 6 | 14
20 | C=C1CCN([C@@H](CC(C)C)C(=O)Nc2ccc(OC)cc2)S(=O)(=O)c2ccccc21 | 105 | . | . | 2 | -0.6 | 105 | . | . | .
21 | COC(=O)COc1ccc(-c2ccccc2)cc1C=O | 70 | 5 | -5 | -13 | -1.0 | 66 | 31* | 20 | -1
22 | COc1ccccc1CN1CC(C(=O)NCCn2ccc(C)n2)CCC1=O (configuration not stated) | 98 | -1 | -7 | -7 | 0.4 | 99 | 9 | 31 | -11
23 | Cc1cccc(C(=O)Nc2ccc(C(=O)/C=C/c3ccncc3)cc2)c1 | 111 | -14 | -3 | 15 | 1.6 | 116 | 46* | 6 | 25
24 | Cc1cnc(CNC(=O)c2ccc3oc(Cc4ccccc4)nc3c2)[nH]1 | 102 | 14 | -19 | 0 | 0.7 | 104 | 3 | 24 | 29
25 | CC(C)CC(=O)Nc1nnc(SCC(=O)NC2CCCCC2)s1 | 103 | -4 | -5 | 0 | -1.0 | 100 | -8 | 20 | 32
26 | CC(C)=CC(=O)N1CCC(n2nccc2NC(=O)CCc2ccccc2)CC1 | 102 | -20 | -3 | 0 | 0.5 | 99 | -6 | 8 | 33
27 | CC1CC(c2ccccc2)n2nc(NC(=O)c3cccs3)nc2N1 (configuration not stated) | 104 | -11 | -6 | 6 | -0.5 | 107 | 3 | 5 | -64
28 | Cc1cc(C)c(C(=O)CSc2nc(C)cc(=O)[nH]2)c(C)c1 | 100 | -16 | -2 | 1 | -1.3 | 99 | 5 | 31 | 14
29 | CS(=O)(=O)N(CC(=O)Nc1cc(Cl)ccc1Cl)c1ccccc1 | 91 | -4 | 4 | 0 | -1.5 | 91 | 7 | 4 | -2
30 | CC(O)C1C(=O)OC2(C)CC(C)(C)NC(=S)N12 (configuration not stated) | 102 | 3 | -7 | 5 | -0.1 | 101 | -10 | -60 | -18
31 | COC(=O)c1ccccc1NC(=S)N(Cc1ccc2c(c1)OCO2)Cc1cc2ccc(C)cc2[nH]c1=O | 101 | -6 | -13 | -1 | -0.4 | 98 | -7 | 7 | -9
32 | COc1ccc(NC(=O)C2C3C=CC(C3)C2C(=O)O)cc1 (configuration not stated) | 102 | -1 | -1 | 5 | 0.5 | 102 | -1 | -9 | 24
33 | O=C(O)Cc1sc(Nc2cccc3ccccc23)nc1-c1ccc(Cl)cc1 | 94 | -15 | 15 | -4 | 1.4 | 90 | -13 | 8 | 9
34 | O=c1c2c(nc3nc(Cc4ccccc4)[nH]n13)CCC2 | 95 | 1 | -11 | -5 | -1.0 | 99 | 0 | 6 | 25
35 | COc1ccc(CC(C)N2CCN(Cc3ccccc3)CC2)c(OC)c1 (configuration not stated) | 103 | 11 | -5 | 5 | 2.7 | 109 | 14 | 46 | 14
36 | CCN(CC)S(=O)(=O)c1ccc(N2CCOCC2)c(NC(=O)C(=O)c2c(-c3ccccc3)cc3ccccn23)c1 | 94 | -1 | -6 | -12 | -2.6 | 91 | -10 | -1 | 40
37 | N#C/C(=C\c1sc(N2CCOCC2)nc1-c1ccccc1)C(=O)Nc1cccc2ccccc12 | 135* | 4 | -4 | 5 | . | 92 | -5 | 26 | -10
38 | CC(=O)Nc1ccc(/C=C/C(=O)c2ccc3c(c2)OCCO3)cc1 | 101 | -12 | -5 | 1 | 0.6 | 101 | -10 | 4 | 36
39 | CCC(CO)n1c(SCc2cc([N+](=O)[O-])cc3c2OCOC3)nc2ccccc2c1=O (configuration not stated) | 101 | -21 | -6 | -2 | -1.2 | 96 | -6 | 26 | -1
40 | Cc1ccc(C(=O)N/C(=C/c2cccs2)C(=O)N2CCCCC2)cc1 | 102 | -25 | 1 | -9 | -1.5 | 85 | -4 | 1 | -5
41 | CN1c2cccc3cccc(c23)N(C)C1(C)C | . | 6 | 10 | . | -2.6 | . | -1 | 14 | 15
42 | COc1ccc(-c2cc(C(=O)NCCN3CCOCC3)no2)cc1OC | 103 | -9 | 2 | 4 | 0.8 | 104 | -5 | 2 | 35
43 | COc1ccccc1NC(=O)N1CCN(C(=O)c2ccco2)CC1 | 104 | -9 | 5 | 10 | 0.2 | 109 | -12 | 28 | 28
44 | Nc1ccc(Cl)c(S(=O)(=O)Nc2cccc(Cl)c2)c1 | 99 | -5 | 1 | -6 | 1.3 | 98 | -2 | 21 | -20
45 | COc1c(C)cccc1C(=O)NC(=S)Nc1cccc2nsnc12 | 100 | 1 | 3 | -5 | . | 86 | -9 | 1 | 45
46 | O=C(N/N=C/c1cc(Br)c(Br)o1)c1ccc2c(c1)OCCO2 | 97 | -1 | 19 | -7 | 0.7 | 95 | 8 | 10 | 17
47 | CNC(=S)NNC(=O)c1noc(C)c1C(=O)N1CCN(C(c2ccccc2)c2ccccc2)CC1 | 98 | -59 | 3 | -3 | -0.3 | 94 | -2 | -11 | -7
48 | COc1cc(/C=C2/C(=N)N3N=C(CC(=O)N4CCOCC4)SC3=NC2=O)ccc1OCc1ccccc1 | 99 | -37 | 8 | 7 | -0.8 | 97 | -9 | 15 | 24
49 | Cc1cccc(-n2nc3c(c2NC(=O)CCC2CCCCC2)CS(=O)C3)c1C (configuration not stated) | 104 | -27 | 1 | 12 | 0.1 | 106 | 7 | 17 | 12
50 | O=C(NCC1CCCO1)c1ccc(N2CCCCC2)c([N+](=O)[O-])c1 (configuration not stated) | 103 | -16 | -1 | 1 | -1.0 | 105 | -5 | 8 | 45
51 | C/C(=N\N=C\c1ccccc1F)c1nnn(-c2nonc2N)c1C | 126 | -3 | 4 | 1 | -1.6 | 104 | -2 | 33 | -14
52 | O=C(NCc1cccnc1)c1ccc(COc2ccccc2Br)o1 | 119 | -23 | -2 | 9 | 4.3 | 113 | 17 | 34 | -2
53 | COc1ccc(C[C@H]2CN3C(=NC[C@H]3Cc3ccccc3)N2CCNC(=O)c2ccc(C)c(Br)c2)cc1 | 105 | . | . | 27* | 6.4 | 154* | . | . | 18
54 | CCc1cc(=O)n2[nH]c(-c3ccccc3)c(-c3ccccc3)c2n1 | 98 | -26 | -3 | 0 | 4.9 | 102 | 2 | -16 | 5
55 | O=C(CSc1ncnc2c1oc1ccccc12)OCc1ccccc1 | 100 | 1 | -8 | 2 | 0.6 | 100 | 7 | 4 | -7
56 | O=C(O)CCCn1cc(NC(=O)COc2cccc(Cl)c2)cn1 | 102 | -12 | -12 | 1 | 0.1 | 106 | -24 | 6 | .
57 | Cc1nnc(SCC(=O)NNC(=O)CC#N)[nH]c1=O | 91 | 6 | 43* | -1 | 0.0 | 99 | 1 | 0 | -13
58 | COc1ccc(CNc2nc(-c3cccnc3)nn2C(=O)c2cccs2)cc1 | . | 0 | -13 | . | 3.5 | . | -13 | 21 | 2
59 | COc1ccc(CNc2nc(SCC(=O)NCc3ccco3)nc3ccccc23)cc1 | 101 | -11 | 1 | 5 | -1.6 | 100 | -1 | 7 | -24
60 | Cc1nn(C(C)(C)C)c(C)c1/C=N/OC(=O)Nc1ccc(Cl)c(Cl)c1 | 102 | -8 | -14 | 0 | -1.3 | 102 | -12 | 13 | 39

Next part.
# | compound | MEKK3 PB1 HTS | FID counter | M18AAP inhibitor | MEKK2mut PB1 HTS | OXTR ag | MEKK2 WT-MEK5 | GPR7 antag | NALP1 yeast inh | PHOSPHO1 inh
61 | CCN(CC)CCC(=O)NC(C)(C)Cc1ccc(O)cc1 | 104 | 3 | -6 | 4 | 2.3 | 104 | 9 | -8 | 6
62 | CCN(CC)C(=O)c1ccc(C(=O)c2ccccc2)cc1 | 98 | -11 | -3 | 0 | 0.1 | 96 | -10 | 24 | 9
63 | Cc1cccc(N(CC(=O)NCc2ccco2)C(=O)CNS(=O)(=O)c2ccc(F)cc2)c1 | 97 | -36 | -13 | -4 | 0.3 | 98 | -6 | 10 | 14
64 | COc1ccc(S(=O)(=O)N2CCC(C(=O)N[C@@H](C)C(=O)NC3CCCC3)CC2)cc1 | 102 | -20 | -6 | 0 | 0.5 | 105 | -7 | -13 | 21

Rewritten screen by screen: three of the compounds above
62. CCN(CC)C(=O)c1ccc(C(=O)c2ccccc2)cc1
63. Cc1cccc(N(CC(=O)NCc2ccco2)C(=O)CNS(=O)(=O)c2ccc(F)cc2)c1
64. COc1ccc(S(=O)(=O)N2CCC(C(=O)N[C@@H](C)C(=O)NC3CCCC3)CC2)cc1
Compound | 62 | 63 | 64
MEKK3 PB1 HTS | 98 | 97 | 102
FID counter | -11 | -36 | -20
M18AAP inhibitor | -3 | -13 | -6
MEKK2mut PB1 HTS | 0 | -4 | 0
OXTR ag | 0.1 | 0.3 | 0.5
MEKK2 WT-MEK5 | 96 | 98 | 105
GPR7 antag | -10 | -6 | -7
NALP1 yeast inh | 24 | 10 | -13
PHOSPHO1 inh | 9 | 14 | 21
